NCI-60 one-dose screen, 48 h, at 10 µM unless noted. Numbers give growth in % (100 = growth as untreated, 0 = no growth, -100 = all killed).
HL-60(TB) – HL-60(TB) leukemia cells | AID 1794776 | actives 9% (n = 78,000); active = growth percent below 10
* hit, by the source's call; & = joins results of further samples; ! = a repeat was not active. An excerpt, so the mix of outcomes need not match the whole.

Molecule	HL-60(TB)
O=C1C(Cl)OC(c2ccccc2)=NN1c1ccccc1 (configuration not stated)	32.2
COC(=O)[C@@H](C)C[C@H](Cc1ccccc1)NC(=O)c1nc([C@@H](C[C@H](C(C)C)N(C)C(=O)[C@@H](NC(=O)[C@H]2CC(=O)CCN2C)C(C)C)OC(C)=O)sc1C(C)C	-36.7*
COc1ccc(N=Nc2c(N)nn3c(N)c(C#N)c(-c4ccc(C)cc4)nc23)cc1	52.1
COc1cc(O)c(C(=O)CC(=O)c2ccncc2)c(OC)c1	95.3
COC(=O)c1c2c(c(C)[n+]([O-])c1C)C(=O)C=C(NCc1ccc(F)c(Cl)c1)C2=O	-28.9*
C=C1C(=O)O[C@H]2[C@H]1CC/C(COC(=O)n1ccnc1)=C\CC[C@@]1(C)O[C@@H]21	64.3
CC1(C)N=C(N)N=C(N)N1c1ccc(OCCCNC(=O)Nc2cccc(S(=O)(=O)F)c2)c(Cl)c1	41.5
O=C(OCC(O)C(O)C(O)COC(=O)c1ccccc1)c1ccccc1 (configuration not stated)	117.1
Cc1cc(=O)n(C(=O)Nc2ccc(F)c(Cl)c2)c2cc(O)ccc12	113.2
O=C(Nc1ccc(NC(=O)Oc2cccc3ccccc23)c2c1C(=O)c1ccccc1C2=O)Oc1cccc2ccccc12	82.7
COc1cc(/C=C2\C(=O)N(c3c(Cl)cccc3Cl)c3ccccc32)cc(OC)c1OCCCn1c2ccccc2c(=O)c2ccccc21	101.4
CCOC(=O)NC(C)(C)CN(C(=O)OCC)c1ccccc1	94.7
O=c1c2ccccc2nc(COc2ccccc2)n1NCc1ccccc1	75.6
O=C1/C(=C/c2ccc(-c3cccc(C(F)(F)F)c3)o2)SC(=S)N1CCCN1CCOCC1	99.5
Nc1nc(C(=O)N/N=C/c2ccc(F)cc2)nn1-c1ccc(S(N)(=O)=O)cc1	99.5

Further structures follow.
Molecule	HL-60(TB)
Brc1ccc(-c2cc(-c3cn(-c4ccccc4)nc3-c3ccc(OCc4ccccc4)cc3)on2)cc1	88.3
CCCN(CCOC(=O)c1ccc([N+](=O)[O-])cc1)CCOC(=O)c1ccc([N+](=O)[O-])cc1	93.3
CCCN1C(=O)/C(=C\C(=O)c2cc3ccccc3oc2=O)c2ccccc21	90.9
O=C(O)c1cn(C2CC2)c2cc(N3CCN(C(=O)N(c4ccccc4)c4nc(-c5ccc(Cl)cc5)cs4)CC3)c(F)cc2c1=O	95.7
CCCC(C(=O)O)N1C(=O)CSC1=S (configuration not stated)	97.0
O=C(c1ccc(OCCN2CCOCC2)cc1)C1[C@H](c2ccc(Cl)cc2)[C@@H](c2ccccc2)NC12C(=O)Nc1ccc(Cl)cc12 (some centres not stated)	-12.7*
COc1ccc(/C=C(/C(=O)NS(=O)(=O)c2ccc(F)cc2)c2cc(OC)c(OC)c(OC)c2)cc1OC	97.1
O=C(O)c1ccccc1N=N/C(=N\Nc1cc(S(=O)(=O)O)ccc1O)c1ccccc1	90.1
CCOC(=O)C1CCN(C(=O)CN2C(=O)c3ccccc3C2c2c[nH]c3ccccc23)CC1 (configuration not stated)	82.8
O=CN1N=C(c2ccc3c(c2)OCO3)CC1c1cccc(Nc2ccnc3cc(C(F)(F)F)ccc23)c1 (configuration not stated)	72.8
O=C(/C=C/Nc1cc(-c2ccccc2)nn1-c1ccccc1)c1cccs1	73.0
COc1ccc(Cn2ccc3c2-c2oncc2CCC3)cc1	94.9
COc1ccc(/C=C2/C=C(c3ccc(F)cc3)N(Cc3ccccc3)C2=O)cc1	103.0
COc1ccc2c(=O)cc(-c3ccccc3)[nH]c2c1	-29.9*!
CC1=C(C(=O)c2cnccn2)C(c2ccc(Br)cc2)NC(=O)N1 (configuration not stated)	107.5

(continued)
Molecule	HL-60(TB)
CN=CNc1ccc(C)cc1C	75.3
COc1ccc(NC(=O)N2CCN(c3nc(-c4ccc(C)cc4)nc4ccccc34)CC2)cc1	88.7
Cc1ccc(S(=O)(=O)Oc2ccccc2)cc1	76.7
Nc1ccc(S(=O)(=O)c2ccc(NCNc3ccc(S(=O)(=O)c4ccc(N)cc4)cc3)cc2)cc1	77.0
Clc1ccc(Oc2ccc(Nc3ncnc4onc(-c5ccccc5)c34)cc2)c(Cl)c1	100.2
Cc1c(N)cccc1Cl	64.1
COC(=O)[C@]12CCC(C)(C)C[C@H]1[C@H]1C(=O)C[C@@H]3[C@@]4(C)C[C@@]5(CC(C)(C)[C@@H]4CC[C@@]3(C)[C@]1(C)CC2)OO[C@@](C)(C(F)(F)F)O5	101.3
S=CN1CCCCC1	101.6
CN1CCN(Cc2nnc3n(Cc4ccccc4)c(=O)c4c5c(sc4n23)CCCC5)CC1	115.5
O=C1c2cccc3c(N4CCN(Cc5ccccc5)CC4)ccc(c23)C(=O)N1c1cccc(-c2nn(-c3ccccc3)cc2-c2nc3ccccc3s2)c1	104.6
O=c1c2cc3cc(Cl)ncc3n2c(=O)c2cc3ccccc3n12	92.3
CN(C)c1ccccc1/C=C1\Cc2c(Br)cccc2C1=O	80.8
CC(=O)Nc1ccc2c(c1)Cc1cc(F)ccc1-2	66.8
Cc1nc2ccccc2c(/C=C/c2ccc(Cl)cc2)c1C(N)=O	72.3
NC(=O)NN1CCOCC1	122.8

The list continues:
Molecule	HL-60(TB)
CCC(=O)c1ccc2c(c1)N(C(C)CN(C)C)c1ccccc1S2 (configuration not stated)	89.0
Cc1ccc2nc3c(nc2c1)-c1cccc2cccc-3c12	93.5
O=C1c2c(c3c4cc(Br)ccc4[nH]c3c3ccc4ccccc4c23)C(=O)N1O	116.4
Cc1cc(O)c(C(C)C)cc1N=Cc1ccc(Cl)cc1Cl	97.2
CCN(C)c1ccccc1	100.1
CCN1C(=O)/C(=C/C(=O)OC)S/C1=N\Nc1ccc([N+](=O)[O-])cc1[N+](=O)[O-]	119.4
CC[C@H](CC[C@@H](C)[C@H]1CC[C@H]2[C@@H]3/C(=C/c4cccnc4)C(=O)C4=CC(=O)CC[C@]4(C)[C@H]3CC[C@]12C)C(C)C	64.6
COc1cccc(C=O)c1OC	102.4
CCOC(=O)/C=C(/C)Sc1cc(O)c2ccccc2c1O	20.5
Cc1nc2cc(Nc3nc(N4CCCC4)nc(N4CCOCC4)n3)ccc2n1Cc1ccccc1	78.6
CCN(CC)c1ccc(/C=C2\SC(=O)C(Nc3nnc(-c4cccnc4SCc4ccccc4)o3)C2=O)cc1 (configuration not stated)	19.4
COc1cc(-c2cc(-c3ccccc3)nc3nc(NC(C)=O)nn23)cc(OC)c1OC	114.5
O=c1[nH]c2cc(Cl)c(Cl)cc2n2cc3ncccc3c12	65.5
COc1cc(/C=C/C(=O)NCCn2c(C(F)(F)F)cc3ccccc32)cc(OC)c1OC	94.6&85.5
CCOC(=O)c1c(NC(=O)c2cccc(C(F)(F)F)c2)sc2c1CCC(=O)C2	37.7

In the list so far, these have two or more sulfur atoms:
Molecule	HL-60(TB)
O=C1/C(=C/c2ccc(-c3cccc(C(F)(F)F)c3)o2)SC(=S)N1CCCN1CCOCC1	99.5
CCCC(C(=O)O)N1C(=O)CSC1=S (configuration not stated)	97.0
Nc1ccc(S(=O)(=O)c2ccc(NCNc3ccc(S(=O)(=O)c4ccc(N)cc4)cc3)cc2)cc1	77.0
CCN(CC)c1ccc(/C=C2\SC(=O)C(Nc3nnc(-c4cccnc4SCc4ccccc4)o3)C2=O)cc1 (configuration not stated)	19.4

Next part
Molecule	HL-60(TB)
CCOC(=O)[C@H]1CCCN1C(=O)[C@@H]1CCCN1C(=O)[C@H](Cc1ccccc1)NC(=S)Nc1ccc(OC)cc1	98.3
N#Cc1c(-c2ccccc2)nc(SCC(O)CN2CCOCC2)[nH]c1=O (configuration not stated)	107.4
CN(CCCCCl)P(=O)(OCc1ccc([N+](=O)[O-])o1)C(F)(F)C[C@H](NC(=O)CNC(=O)c1ccc(N=[N+]=[N-])cc1)C(=O)NCCc1ccc(O)cc1 (some centres not stated)	62.6
CCN(CC)c1ccc2cc(C(Nc3ccc(F)c(Cl)c3)c3nnnn3C(C)(C)C)c(=O)oc2c1 (configuration not stated)	96.7
C=C(C)[C@@H]1CCC[C@]2(C(=O)O)CC[C@]3(C)[C@@H](CC[C@@H]4[C@@]5(C)C/C(=C/c6cccnc6)C(=O)C(C)(C)[C@@H]5CC[C@]43C)[C@@H]12	62.9
Nc1nc2c(N=Nc3ccc(Br)cc3)c(N)nn2cc1-c1nc2ccccc2s1	115.6
O=C1CCCc2nc(Nc3ccc(Cl)cc3)ncc21	73.4
CCOC(=O)C1=C(C)n2nc(CC#N)c(C#N)c2NC1c1ccc(N(C)C)cc1 (configuration not stated)	129.2
N#CCc1nnc(CCC(=O)c2nc3ccccc3[nH]2)o1	76.0
CC1Cc2c(NCCO)ncnc2N(C)c2ccccc21 (configuration not stated)	109.2
Cc1cc(C#Cc2ccc(C(C)(C)C)cc2)ccc1-n1c(/C=C/c2ccc3ccccc3c2)nc2ccccc2c1=O	107.1
CCCCCCCCCN1C(=O)/C(=c2\sc3n(c2=O)NC2C(N=3)N(CC)C(=O)N2CC)c2ccccc21 (configuration not stated)	85.9
O=C1C(Cl)=C(NCc2ccco2)C(=O)c2ccccc21	85.0
Cn1c(O)c(N=NC(=O)Cc2c[nH]c3ccccc23)c2ccccc21	108.4
COC(=O)C1CN(Cc2ccccc2)C(=O)C1=O (configuration not stated)	95.8

More entries:
Molecule	HL-60(TB)
O=C1c2ccccc2C(=O)N1CNc1ccc(Br)c(Cl)c1	97.7
COc1ccc(C(=O)CSc2cc[o+]cc2)cc1	111.7
O=[N+]([O-])c1cc(Cl)c(O)c(Cl)c1	106.4&95.7
Clc1ccc(CSc2ccnc(SCc3ccc(Cl)cc3Cl)n2)c(Cl)c1	121.6
[O-][n+]1cccc2ccccc21	118.8
COc1ccccc1/C=C/c1nn2c(-c3cccnc3)nnc2s1	96.4
Cc1ccc(-n2nc(C#N)c(N3CCCCC3)n2)cc1	92.8
Cc1ccnc(NS(=O)(=O)c2ccc(Nc3ccnc(SCC(=O)c4ccc(F)cc4)n3)cc2)n1	103.6
CCOC(=O)c1nn(-c2ccccc2)/c(=N\N=C\c2coc3ccc(F)cc3c2=O)s1	107.2
O=C(O)CCCCCCC[C@@H](O)[C@@H](O)CCCCCCO	87.2
Fc1ccc(-c2cn3nc(-c4c[nH]c5ccccc45)sc3n2)cc1	76.3
COc1ccc2c(c1)cn1c3ccc(O)cc3nc(N)c21	-15.8*
O=C1/C(=C/c2ccc([N+](=O)[O-])s2)Oc2ccc(Cl)cc21	-20.6*
CC[C@H](C)[C@H](NC(=O)c1ccccn1)C(=O)N(C)[C@H](C[C@@H](OC(C)=O)c1nc(C(=O)N[C@@H](Cc2ccccc2)C[C@H](C)C(=O)OC)cs1)C(C)C	-21.2*
O=C1OC(=O)C2CC(c3ccccc3)=CCC12 (configuration not stated)	95.1

Continuation:
Molecule	HL-60(TB)
COc1ccc(C(NC23CC4CC(CC(C4)C2)C3)c2nnnn2C(C)(C)C)cc1 (configuration not stated)	100.5
Cc1csc(NC(c2ccccc2C)c2c(C)nc3ccccn23)n1 (configuration not stated)	101.8
COc1cc(/C=C/[N+](=O)[O-])c([N+](=O)[O-])cc1OC	-7.5*
N#Cc1cnc(OC2CC(N)C2)nc1-n1cnc2ccccc21 (configuration not stated)	103.0
COc1cc(-c2c3c(nc4c2c(C)nn4-c2ccccc2)-c2ccccc2C(=O)C3=O)cc(OC)c1OC	68.8
COC(=O)c1ccc2c(c1)C(=O)N(CCc1ccc(S(N)(=O)=O)cc1)C2=O	115.8
COC(=O)CN	102.3
CCCCC(CC)COC(=O)/C=C/c1cccc2c1C(=O)NC(C)(c1cc3cc(Br)ccc3oc1=O)N2 (configuration not stated)	40.7
COC1=CC(c2ccc[nH]2)=N/C1=C\c1[nH]c(C)c(C(=O)CCCCC(=O)NCc2ccccc2)c1C	69.0
CCn1c(=S)[nH]c2c(=O)n(C)c(=O)n(C)c21	100.4
COc1cc(-c2nc(N3CCN(C)CC3)c3ccccc3n2)cc(OC)c1OC	67.0
COc1cc(/C=C2/SC(=O)N(c3nc(N4CCCC4)nc(N4CCCC4)n3)C2=O)cc(OC)c1OC	57.1
CCN(CC)CCCNc1nc2ccccc2s1	106.1
O=[N+]([O-])c1cc(I)c(Br)c(I)c1	79.5
CCOC(=O)c1c2c(cn1Cc1ccc(OC)c(N)c1)-c1oncc1CC2	81.2

Further compounds follow.
Molecule	HL-60(TB)
COc1cc(C(=O)c2cc(C(=O)Nc3cccc4cccnc34)c3cc(-c4ccncc4)ccn23)cc(OC)c1OC	117.4
CC(C1=C(CCN(C)C)Cc2ccccc21)c1ccccn1 (configuration not stated)	109.3
O=C(Nc1ccc(C(=O)CSc2nc3ccccc3[nH]2)cc1)Nc1ccc([N+](=O)[O-])cc1	115.8
Cc1ccc(C2=CCCc3ccccc32)cc1	92.5
CCOc1cccc(Cl)n1	104.4
CCCCCCCCn1ccc2cc(NC(=O)Cn3cc(CN4CCOCC4)nn3)ccc21	97.4
O=C(O)c1cc2oc3ccccc3c2cc1O	121.2
CCCCC(CC)COc1ccc(-c2nc(-c3ccc(OC)cc3)nc(-c3ccc(OCC(CC)CCCC)cc3O)n2)c(O)c1 (configuration not stated)	104.2
CCCCCCCCCC1OCC(C)(CCC)CO1 (configuration not stated)	71.8
COc1ccc(-c2nc(-c3cc(OC)c(OC)c(OC)c3)no2)cc1	67.4
COc1ccc(-c2nc3sccn3c2/C=C/C(=O)c2cc(OC)c(OC)c(OC)c2)cc1	56.5
O=C(O)c1ccc(-n2cc(CNc3ccc(F)c(Cl)c3)c(-c3ccccc3)n2)cc1	87.0
O[C@H](CN1CC1)[C@@H](O)CN1CC1	30.7
CCOc1c(C#N)c(Nc2ccc(S(N)(=O)=O)cc2)c(C#N)c(=O)n1CC(=O)c1ccccc1	105.4
O=C1CC(c2ccc(I)cc2)OC2C=Cc3ccccc3C12 (configuration not stated)	89.0
COc1ccc(-c2nn(-c3cccc(Cl)c3)cc2/C=C2\C(=N)N(c3ccccc3)N=C2N)cc1	9.3*
